ERK EGF block: inhibitors of EGF-stimulated ERK signaling pathway. HEK293-V1b, EGF-stimulated phospho-ERK AlphaScreen. Potency, µM (doses to about 11.5 µM), for the others: at the top dose activity change, negative = inhibition, most hits filed as inhibitors. 0.41% of 130,000 active; active = well fitted inhibition curve with a large enough effect; inconclusive = small, poorly fitted or top-dose-only effect, or effect the other way;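 also: plate controls were stimulated vehicle wells for no effect and unstimulated vehicle basal for full effect; nearly all actives have a fitted effect of over 55% in size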
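Compounds are titrated over HEK293-V1b cells kept overnight in 1% FBS. After 30 min at 37C, EGF (25 nM final) triggers ERK phosphorylation for 5 min, measured by AlphaScreen in lysates.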
* hit, by the source's call; ? = inconclusive; [ ] = dose if it differs, or a comment. Potency is read from the fitted curve at half-maximal effect. This is a subset, so the mix of outcomes need not match the whole.

Molecule | ERK EGF block
COc1ccc2c(c1)NC(c1ccc(N(C)C)cc1)c1cccn1-2 (configuration not stated) | ?
COc1ccc(OCC(=O)Nc2ccc(N3CCC(C)CC3)cc2)cc1 | ?
NS(=O)(=O)c1ccc(CNS(=O)(=O)c2ccc(Cl)nc2)cc1 | 6%
O=C(NCC1CCCCC1)c1nnc(C(=O)NCC2CCCCC2)c2c1[nH]c1ccccc12 | -10%
CC(C)(CN1CCc2ccccc2C1)NS(=O)(=O)c1ccccc1 | 9%[57.5 µM]
O=C(CN(CCc1ccccc1)S(=O)(=O)c1ccc(Cl)cc1)N/N=C/c1ccc2c(c1)OCO2 | 0%
Cn1c(=O)n(C)c2cc(/C=N/NC(=O)c3ccncc3)ccc21 | 3%
O=C(COc1ccccc1O)NNc1ccccc1 | 3%
CC1C(C#N)=C(N)OC2=C1C(=O)CC(c1ccccc1)C2 (configuration not stated) | -3%
Cc1cccc(NC(=O)c2sc(NC(=O)COc3ccccc3)c(C#N)c2C)c1C | -7%
CCOC(=O)C1(Cc2cccc(OC)c2)CCN(Cc2cnc(N)nc2)CC1 | -8%[57.5 µM]
COc1ccc(/C(C)=N/NC(=O)CNC(=O)/C=C\c2ccco2)cc1 | 1%
CCN1CCN(C(=O)N2CCOCC2)CC1 | -7%
Cc1ccc(S(=O)(=O)N(C)C)cc1[N+](=O)[O-] | -6%[57.5 µM]
CCC(=O)NC(=S)Nc1cc(C(=O)O)ccc1OC | 10%
COc1ccc(-c2cc(C(F)(F)F)n3ncc(C(=O)N4CCc5ccccc5C4)c3n2)cc1 | 6%
Nc1n[nH]c(C2CC2)c1N=Nc1ccc(Cl)c(Cl)c1 | ?
COC(=O)[C@@]1(Cc2ccc(OC)cc2)[C@H]2c3cc(C(=O)N4CCCC4)n(Cc4c(CO)[nH]cc(C)c4=O)c3C[C@H]2CN1C(=O)c1ccccc1 | -9%
CC(=O)Nc1ccc(N2CCN(c3ccc(C(F)(F)F)cn3)CC2)nc1 | 17%[57.5 µM]
O=C(COC(=O)c1n[nH]c2ccccc12)Nc1ccccc1 | 1%
CSCCC(NC(=O)COc1ccccc1)C(=O)Nc1ccc(C)cc1 (configuration not stated) | -5%
CC(CNC(=O)C(C)(C)C)NC(=O)C(C)(C)C (configuration not stated) | 0%
O=C(NCCCN1CCCC1=O)[C@H](CSCc1ccccc1)N1Cc2ccccc2C1=O | -3%[57.5 µM]
COc1ccc2oc(=O)c(/C(C)=N/Nc3nc(-c4cc(C)ccc4C)cs3)cc2c1 | 3%
O=C(NCc1ccc(Cl)cc1)C1CCC(CNc2c(N3CCCC3)c(=O)c2=O)CC1 (configuration not stated) | -1%[57.5 µM]
O=C(CN1CCCCC1)Nc1ccc(C(F)(F)F)cc1Cl | -11%[57.5 µM]
CCCN(CCC)CC(=O)NCC1(c2ccccc2)CCOCC1 | 0%
O=C1CCC(=O)N1OCCOc1ccc(Cl)c2ccccc12 | ?
N#C/C(=C\c1cn(CCOc2ccccc2F)c2ccccc12)C(=O)NCc1cccs1 | 10%
O=c1ccc2ccc(O[C@@H]3O[C@H](CO)[C@@H](O)[C@H](O)[C@H]3O)c(O)c2o1 | -8%
CCCCCC(=O)NC(=S)Nc1ccc(Br)cc1C | 6%
C#CCOCCOCCOCCNc1nc(N2CCOCC2)nc(N2CCN(C(=O)[C@H]([C@@H](C)CC)n3cc(CCCN=C(N)N)nn3)CC2)n1 | -13%
COc1cccc2cc(C(=O)NCc3ccco3)c(=O)oc12 | 6%
O=C1COc2ccc(C(=O)NC3CC3)cc2N1 | 0%
COC(=O)c1ccc(NC(=O)Cn2cnc3c(nnn3-c3cccc(OC)c3)c2=O)cc1 | -12%[57.5 µM]
C#CCOc1ccc(/C=N/O)cc1Cl | 4%
O=C1OC(C(O)CO)C(O)=C1O (configuration not stated) | -9%
COc1ccc(C(=O)NCC(=O)N/N=C/c2ccc([N+](=O)[O-])s2)cc1OC | 7%
Cc1nc(NC(=O)c2cccc(Cl)c2)sc1C(=O)N1CCCCC1 | -6%
O=C(Nc1ccc2cn[nH]c2c1)c1c(Cl)cccc1Cl | -9%
CC(=O)Nc1ccc(Nc2nc3c(S(=O)(=O)c4ccc(C)c(C)c4)nnn3c3ccccc23)cc1 | 7%
Cc1c(C(=O)O)cccc1N1C(=O)Nc2ccccc2N1O | 3%
Cc1ccnc(NS(=O)(=O)c2ccc(NC(=O)c3ccc4c(c3)OCCO4)cc2)n1 | -10%
COc1ccc(OC(=O)c2cnc3n(c2=O)CCS3)cc1 | 4%[57.5 µM]
Cc1ccc(SCC(=O)NC(=O)c2ccc(S(=O)(=O)N(C)C)cc2)cc1C | 21%
CC(C)CC(NC(=O)OC(C)(C)C)C(=O)O (configuration not stated) | -15%[57.5 µM]
O=C(CC(=O)N/N=C\c1ccc([N+](=O)[O-])cc1)NCCc1ccccc1 | -9%
C/C=C/C(=O)Nc1nnc(C2CCCCC2)s1 | 5%

The final four compounds of the part above come first, to join the parts.
Molecule | ERK EGF block
Cc1ccc(SCC(=O)NC(=O)c2ccc(S(=O)(=O)N(C)C)cc2)cc1C | 21%
CC(C)CC(NC(=O)OC(C)(C)C)C(=O)O (configuration not stated) | -15%[57.5 µM]
O=C(CC(=O)N/N=C\c1ccc([N+](=O)[O-])cc1)NCCc1ccccc1 | -9%
C/C=C/C(=O)Nc1nnc(C2CCCCC2)s1 | 5%
Nc1ccc(C(=O)OCc2csc(-c3ccccc3)n2)cc1[N+](=O)[O-] | 5%
C=CCn1c(O)c(C=Nc2ccc(CN3CCCCC3)cc2)c(=O)[nH]c1=S | 1%[57.5 µM]
CN(CC(=O)Nc1cccc(F)c1)CC(=O)Nc1ccccc1[N+](=O)[O-] | 18%
Cc1cc(-c2nc(C)c(C(=O)NN)s2)no1 | -5%[57.5 µM]
N#CCOC(=O)C1CSC2(c3ccc(Br)cc3)CCC(=O)N12 (configuration not stated) | -1%
CCc1ccc2[nH]c(=O)c(CN(CCN(CC)CC)C(=S)NCc3ccco3)cc2c1 | -6%
COCCN(CCOC)S(=O)(=O)c1ccc(C(=O)Nc2nnc(CSC)o2)cc1 | -1%
CCCCN(CC)Cc1ccc(CNC(=S)Nc2ccc(C)cc2Cl)o1 | -8%
CC(C)C[C@@H](CC(=O)N[C@@H](CCC(=O)O)CC(=O)O)NC(=O)[C@@H]1CCCC[C@H]1NC(=O)C[C@H](CCCN)NC(=O)C[C@H](CO)NC(=O)[C@@H]1CCCC[C@H]1N | -7%
Cc1ccc(NCCC(=O)c2cccs2)cc1 | -2%
COc1cccc(/C=N/NC(=O)c2[nH]nc3c2CCc2ccccc2-3)c1 | -22%[57.5 µM]
O=C(CC(c1ccccc1)c1ccccc1)NCc1cccnc1 | -4%
O=C(NCc1ccccc1)c1ccccc1CO | 10%
C/C(=N\Nc1cc(N2CCOCC2)ncn1)c1cccc([N+](=O)[O-])c1 | -7%
CCCOc1ccc(C(=O)Nc2ccc(S(=O)(=O)Nc3onc(C)c3C)cc2)cc1 | -4%
NC(=O)[C@@H]1CCOc2c(I)cc([N+](=O)[O-])cc2C(=O)N[C@@H](CO)C(=O)NCC(=O)N1 | -5%
CCOC(=O)c1sc(NNC(=O)c2ccc(F)cc2)nc1C | 5%[57.5 µM]
Cc1nn(-c2cc(N3CCCCC3)ccc2[N+](=O)[O-])c(=O)c2ccccc12 | ?
Cc1cccc(/C=N/n2c(-c3ccncc3)n[nH]c2=S)c1 | 12%
COc1cc(CC(=O)OCC(=O)Nc2sccc2C(N)=O)cc(OC)c1OC | ?
O=c1[nH]c(CN2CCN(S(=O)(=O)c3cccs3)CC2)nc2c(Br)cc(Br)cc12 | ?
CCCC(C)C(=O)NCc1ccncc1 (configuration not stated) | ?
CC(C)(C)C(=O)Cn1ncc(N2CCOCC2)c(Br)c1=O | 2%
COc1ccc(-n2cnc3cc(C(=O)NCCN4CCOCC4)ccc32)cc1 | -4%
Cc1ccc(CNC(=O)COC(=O)CCC(=O)c2cccs2)cc1 | 4%
Cc1nn(-c2ccccc2)c(N2CCCC2)c1/C=C1\N=C(c2ccc(F)cc2)OC1=O | 28%
COc1ccc([C@@H]2C=C(C(=O)O)O[C@H](OCCCCO)C2)cc1 | -7%[57.5 µM]
O=C(Nc1nccs1)c1c(O)c2c([nH]c1=O)CCCC2 | 4%[57.5 µM]
O=C1c2ccccc2N(Cc2ccc(Cl)cc2)C2=NCCN12 | 2%
CCN(CC)C(=O)c1cccc2c1C(=O)c1ccccc1-2 | 1%
CC(C)Oc1ccc(/C=C(/NC(=O)c2ccccc2)C(=O)NCCC(=O)O)cc1 | -5%
O=C(COC(=O)c1cccc(S(=O)(=O)N2CCc3ccccc32)c1)Nc1ncc(C(F)(F)F)cc1Cl | 2%
COc1ccc(CNc2c(CO)cnc3c2cnn3C)cc1 | 2%
CCc1cccc(N(C(=O)c2csnn2)C(C(=O)NC(C)(C)C)c2ccncc2)c1 (configuration not stated) | 25%
Cc1ccc(C(=O)Nc2ccc(S(=O)(=O)N3CCOCC3)cc2)cc1 | -2%
O=C(CCSCc1ccccc1F)NCc1cccnc1 | 3%
COc1ccccc1N1C(=O)CC1(C#N)c1ccc(OCc2ccccc2)cc1 (configuration not stated) | 5%
COc1ccc(N(CC(=O)N2CCN(c3cccc(C)c3)C(C)C2)S(=O)(=O)c2c(C)n[nH]c2C)cc1 (configuration not stated) | 0%
C[C@H](NC(=O)c1nc[nH]c1C(=O)NC(c1ccccc1)c1ccccc1)C(=O)OCc1ccccc1 | -4%[57.5 µM]
CCCOc1ccc(CCC(=O)N/N=C/c2ccco2)cc1 | 7%[57.5 µM]
COc1ccccc1-n1c(SCC(=O)Nc2ccc(F)cc2)nc2c(c1=O)SCC2 | -7%
S=C1CCC(c2ccc(Cl)cc2)=NN1c1ccccc1 | 10%[57.5 µM]
CC(=O)Nc1ccc(Nc2nc3ccccc3nc2NS(=O)(=O)c2ccccc2)cc1 | -16%[57.5 µM]
COC(=O)Nc1ccc(S(=O)(=O)NCc2ccccn2)cc1 | -2%
CCOC(=O)C1(CC2CCCCO2)CCN(Cc2nc3ccccc3nc2C)CC1 (configuration not stated) | -11%
CN(C)CCCCOc1ccc(Br)cc1Cl | -4%
Cc1cc(C)nc(N/N=C/c2ccccc2OCc2ccc(Cl)cc2)n1 | -9%
Cc1ccc(-c2nc3ccccc3c(=O)n2NC(=O)c2cccs2)cc1 | 2%

A stretch from the list above, for reference:
Molecule | ERK EGF block
COc1ccccc1-n1c(SCC(=O)Nc2ccc(F)cc2)nc2c(c1=O)SCC2 | -7%
S=C1CCC(c2ccc(Cl)cc2)=NN1c1ccccc1 | 10%[57.5 µM]

Following part
Molecule | ERK EGF block
Cc1oc(C(C)(C)C)c(CN2CCOCC2)c1C(=O)O | 10%
CCOC1=C/C(=C/c2c(N)n3nc(S(=O)(=O)CC)sc3nc2=O)C=CC1=O | 1%
O=C(NC1CC1)C1=C[C@@H](c2ccc3c(c2)OCO3)C[C@@H](OCc2ccc(CO)cc2)O1 | -9%[57.5 µM]
Cc1ccc(Sc2ccc(NC(=O)CCl)cc2)c(C)c1 | 15%
COc1ccccc1-c1nnc(-c2ccc(N3CCOCC3)cc2)o1 | 1%
CC1(C)C2([N+](=O)[O-])CN(CCO)CC1([N+](=O)[O-])CN(CCO)C2 | 2%
NC(=S)Nn1c(CCC(=O)O)ccc1-c1ccccc1 | 4%
NNC(=S)Nc1ccccc1Cl | -7%
CC(C)(C)NC(=O)NC(=O)CN1CCN(C(c2ccccc2)c2ccccc2)CC1 | 10%
CCOc1cc(/C=N/NC(=O)CCn2nnc3ccccc32)ccc1O | -8%[57.5 µM]
Fc1ccc(CSc2ccc3nnc(-c4cccs4)n3n2)cc1 | 1%
O=C(CSc1nc(NS(=O)(=O)c2ccccc2)cc(=O)[nH]1)Nc1ccc(Cl)cc1 | -3%
CCOc1ccccc1-c1nc(-c2cc3ccc(C)cc3[nH]c2=O)no1 | 0%
Cc1ccc(Cl)c(NC(=O)COC(=O)c2ccccc2C(=O)c2ccc(Cl)c([N+](=O)[O-])c2)c1Cl | 2%
COc1ccc(S(=O)(=O)N2CCOC2CNC(=O)C(=O)NCc2ccco2)cc1OC (configuration not stated) | 1%[57.5 µM]
Cn1c(Cc2ccccc2)nnc1SCC(=O)Nc1ccccc1 | -15%
CCOc1ccc(CN2CCN(Cc3[nH]c4ccccc4c3C)CC2CCO)cc1 (configuration not stated) | -3%
C=CCNC(=O)c1ccc2c3n(nc2c1)-c1ccc(C)cc1CO3 | -8%[57.5 µM]
N#CCc1c(C#N)c(N)nc(N2CCN(C=O)CC2)c1C#N | -3%
CC1=C(C(=O)OC2CCCC2)C(c2coc3ccccc3c2=O)C2=C(CCCC2=O)N1 (configuration not stated) | -47%[57.5 µM]
CC(C)Nc1nc2ccccc2c(=O)[nH]1 | -10%
COC(=O)c1sccc1NC(=O)/C=C/c1ccc(Cl)cc1 | -2%
O=C(O)c1nccnc1C(=O)Nc1ccc(S(=O)(=O)N2CCOCC2)cc1 | 8%[57.5 µM]
Cc1nc2ccc(Br)cn2c1NC(C)(C)C | 9%
Cc1nn(C)c(Cl)c1C(=O)NCC(=O)Nc1ccc(C(C)C)cc1 | -4%
Cc1onc(-c2c(F)cccc2Cl)c1C(=O)OCC(=O)c1c[nH]c2ccccc12 | -8%[57.5 µM]
COc1ccc(CCNC(=O)Cn2cccc2C(=O)c2ccccc2C)cc1OC | 4%

Screening data from PubChem BioAssay.
